# phage Ecoli inh: growth loss of phage-infected E. coli, primary screen, RecBCD inhibitor project, absorbance, with phage, HTS; inhibition, % at 11.9 µM; 0.26% of 360,000 active; in the data active = inhibition above about 11%
# SR-BI uptake up: activators of SR-BI mediated DiI-HDL uptake, primary screen, ldlA[mSR-BI] CHO cells, DiI fluorescence; AID 504775, 2011; 3 h; 100 = double the neutral-control signal; activation, % at 12.5 µM; 0.096% of 320,000 active;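 active = mean replicate activation of at least 60% and every replicate at or above 60%; inconclusive = mean or all-replicate condition met, but not both; inactive = mean below 60% and not all replicates reaching 60%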;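 also: 0% = median plate neutral-control signal and 100% = twice that signal; values of inactives mirror those of a sister screen read the other way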
#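 Assay system: CHO ldlA[mSR-BI] cells, LDL receptor-null, SR-BI overexpressing; medium: Ham's F12 with 0.5% BSA, HEPES 25 mM, pH 7.4; also added: DiI-HDL 10 µg/mL; timing: 3 h uptake period with compound, 37 °C; signal: DiI fluorescence, bottom read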
# Tat transport: E. coli Tat export inhibitors, primary screen, MC4100, TorA-mCherry reporter, fluorescence, single point; inhibition, % at 10 µM; 0.036% of 340,000 active;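 active = mean replicate inhibition at least 50% and at least half of replicates individually reaching 50%; inconclusive = only one of the two criteria met; inactive = neither criterion met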;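 also: exported cargo escapes ClpAP degradation while cytoplasmic cargo is degraded and loses fluorescence; 0% = median of neutral control wells and 100% = median of NaSCN control wells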
# MITF act: activators of MITF-driven TRPM1 promoter reporter, primary screen, cell-based, SK-MEL-5, luciferase, single point. 0.75% of 300,000 active. activation, % at 12.5 µM. AID 588334, 2011. SK-MEL-5 TRPM1-promoter luciferase, 24 h; % of positive control, neutral wells = 0;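 active = mean activation of at least 80% with every replicate also reaching 80%; inconclusive = mean reaches 80% but some replicate falls short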;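 also: 0% = neutral control wells and 100% = parthenolide positive control wells; values of inactives mirror those of a sister screen read the other way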
# CAL PDZ FP-1: untagged CAL PDZ binding inhibitors, primary screen, biochemical, fluorescence polarization, HTS; Golgi-associated PDZ and coiled-coil motif-containing protein (Homo sapiens), Q9HD26; purified CAL PDZ, TMR-peptide fluorescence polarization, 1 h; inhibition, % at 24.9 µM; 0.92% of 300,000 active; AID 602252, 2012;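 active = mean inhibition of at least 30% with at least half of replicates also reaching 30%; inconclusive = no clear call, values can overlap the other calls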;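 also: 0% = DMSO neutral control and 100% = excess unlabeled competitor peptide PRC23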
# SR-BI HDL uptake: inhibitors of SR-BI mediated HDL lipid uptake, primary screen, ldlA[mSR-BI] cells, fluorescence, single point | Scavenger receptor class B member 1 (Mus musculus), Q61009 | ldlA[mSR-BI] CHO cells, DiI-HDL uptake fluorescence, 3 h | inhibition, % at 12.5 µM | 0.96% of 320,000 active | AID 488896, 2010;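 active = mean replicate inhibition of at least 70% and a set share of replicates each scoring 70 or more; inconclusive = meets just one of the two criteria; inactive = fails both criteria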;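 also: 0% = median of neutral control wells and 100% = median of positive control wells; values of inactives mirror those of a sister screen read the other way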
# Target sequence (Q61009 whole entry, looked up): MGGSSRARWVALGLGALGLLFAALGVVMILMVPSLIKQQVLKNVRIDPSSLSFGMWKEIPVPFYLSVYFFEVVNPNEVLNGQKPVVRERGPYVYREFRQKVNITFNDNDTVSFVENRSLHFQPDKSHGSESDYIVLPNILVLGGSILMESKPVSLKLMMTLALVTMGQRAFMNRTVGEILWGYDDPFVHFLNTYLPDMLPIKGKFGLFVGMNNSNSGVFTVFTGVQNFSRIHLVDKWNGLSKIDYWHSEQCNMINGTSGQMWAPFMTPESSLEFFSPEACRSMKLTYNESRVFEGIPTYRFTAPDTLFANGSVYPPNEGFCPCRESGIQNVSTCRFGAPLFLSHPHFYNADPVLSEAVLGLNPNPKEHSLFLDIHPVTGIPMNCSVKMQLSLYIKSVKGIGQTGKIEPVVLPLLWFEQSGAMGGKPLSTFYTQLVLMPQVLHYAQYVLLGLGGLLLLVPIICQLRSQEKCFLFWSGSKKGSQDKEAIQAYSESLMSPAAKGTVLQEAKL
# Wnt bcat act: Wnt/beta-catenin pathway activators, primary screen, cell-based, plate reader, single point | Wnt/beta-catenin reporter cell assay, activator | 1.2% of 300,000 active | activation, % at 9.35 µM; in the data active = activation above about 30%, passing the limit was not always enough; inconclusive = no clear call, values can overlap the other calls;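 also: 0% = neutral control wells and 100% = positive control wells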
# AddAB inh: growth inhibition of E. coli expressing H. pylori AddAB, primary screen, AddAB inhibitor project, absorbance. inhibition, % at 11.9 µM. 0.29% of 330,000 active. AID 435030, 2010; in the data active = inhibition above about 12%;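 also: 0% = vehicle wells of infected cells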
# Ecoli viability: E. coli V3065 growth inhibition, primary screen, counter-screen for AddAB inhibitor project, absorbance, OD600; 18 h; inhibition, % at 11.9 µM; 0.27% of 330,000 active;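 active = inhibition above the campaign's mean inhibition across all tested compounds plus 3 SD, cut at about 9.9% in these data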;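 also: uninfected addAB+ strain grown without phage in ampicillin broth; 0% = DMSO wells and 100% = ciprofloxacin 0.95 µg/ml wells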
# CAL PDZ FP-2: CAL PDZ peptide-binding inhibitors, primary screen, biochemical, fluorescence polarization, Cer-tagged CAL PDZ, HTS | purified CAL PDZ, TMR-peptide fluorescence polarization, 1 h | inhibition, % at 20 µM | AID 504414, 2011 | 0.02% of 330,000 active | Golgi-associated PDZ and coiled-coil motif-containing protein (Homo sapiens), Q9HD26;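 active = highest replicate inhibition of at least 40%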;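 also: plate controls were DMSO neutral control wells for no effect and unlabeled competitor peptide control wells for full effect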
#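 Material: tagged CAL PDZ domain; buffer or medium: 25 mM sodium phosphate pH 7.4, 150 mM NaCl, TCEP, IgG, Thesit; compound dosing: single point, 20 µM; schedule: 1 h incubation at room temperature before polarization reading; measured by: FP readout, S and P plane fluorescence; read-out basis: percent inhibition from loss of millipolarization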
# * hit, by the source's call; ? = inconclusive; · = not tested or not shown.
# Value order: phage Ecoli inh	SR-BI uptake up	Tat transport	MITF act	CAL PDZ FP-1	SR-BI HDL uptake	Wnt bcat act	AddAB inh	Ecoli viability	CAL PDZ FP-2
> C#CCOCCOCCOCCNc1nc(N2CCN(C(=O)[C@H](CO)n3cc([C@@H](N)C(C)C)nn3)CC2)nc(N2CCN(C(=O)[C@H](CCC(=O)O)n3cc([C@@H](N)CCCCN)nn3)CC2)n1
  1.3	-3	-5	-1	-7	3	-1	5.2	-0.2	-0.7
> C#CCOCCOCCOCCNc1nc(N2CCN(C(=O)Cn3cc(CCCCN)nn3)CC2)nc(N2CCN(C(=O)[C@H](Cc3ccc(O)cc3)n3cc(CCO)nn3)CC2)n1
  1.8	14	4	6	-2	-14	0	·	·	-1.1
> COc1ccc(N(C)C(=O)c2oc(=O)c3ccccc3c2-c2ccc(C)cc2)c(OC)c1
  0.8	-4	9	-6	7	4	2	0.8	-2.2	-0.4
> COc1ccc(/C=N/NC(=O)CNC(=O)c2ccc3c(c2)OCCO3)c(C(=O)O)c1OC
  1.6	6	-2	8	-1	-6	1	-1.8	-1.0	-1.5
> COc1ccc(NC(=O)CSCC(=O)Nc2ccccc2N2CCCCC2)cc1
  3.4	-16	17	-1	-2	16	-4	1.1	-1.8	-0.5
> COc1cccc(-n2c(CN3CCN(c4ccccn4)CC3)nc3ccc([N+](=O)[O-])cc3c2=O)c1
  0.3	·	9	-22	0	·	-1	1.8	-0.2	0.2
> Cc1ccc(C(=O)c2no[n+]([O-])c2C(=O)c2ccc(C)cc2)cc1
  -0.2	5	-18	-75	3	-5	4	1.3	2.0	-2.1
> FC(F)(F)c1cc(-c2ccccc2)nc(N2CCCCCC2)n1
  -3.0	-11	0	·	-3	11	0	1.4	0.3	0.1
> O=C(CN(c1cccc(C(F)(F)F)c1)S(=O)(=O)c1ccc(Cl)c([N+](=O)[O-])c1)NCc1ccc(F)cc1
  0.7	2	-1	-43	-7	-2	·	1.0	-0.5	-0.3
> O=C(NCc1cccc(Cl)c1)C1=CC=CN2CCS(=O)(=O)N=C12
  1.0	2	-1	3	-1	-2	-3	-0.9	-3.5	-1.7
> CN(Cc1ccccc1)C(=O)c1ncn(C)c1C(=O)N(C)Cc1ccccc1
  4.0	15	17	7	1	-15	0	1.3	-0.2	1.5
> COc1ccc(NC(=S)NCCc2c[nH]c3ccc(OC)cc23)c(OC)c1
  0.6	-12	-5	-1	-8	12	·	8.6	2.0	-0.4
> CCOc1ccc(N2C(=O)C3CCCN3C2=O)cc1 (centres undefined)
  3.1	7	1	·	·	-7	·	-0.6	-0.8	-0.6
> O=S(=O)(c1ccccc1F)N1CCN(c2nc3ccccc3s2)CC1
  2.0	10	-1	71	-2	-10	9	-1.6	-1.0	0.2
> CCCCOC(=O)c1ccccc1N1C(=O)C2C3CCC(C3)C2C1=O (centres undefined)
  4.7	-6	1	-8	0	6	-4	-1.4	-2.7	-0.4
> CCCNC(=O)NNC(=O)c1ccc(F)cc1
  0.0	?	9	-6	0	-119	-2	-2.5	-3.3	-0.6
> CC1(OC(=O)CCc2ccccc2)C(=O)C=C2C=C(c3ccc(C#N)cc3)N(CCc3c[nH]c4ccccc34)C=C2C1=O (centres undefined)
  0.2	-18	0	-25	-1	18	-3	1.9	-1.7	1.0
> O=C(O)c1ccc(NC(=O)C2CCCCC2)cc1
  -1.4	-10	0	·	-7	10	·	0.1	-0.5	-3.0
> Cc1cc(C)nc(CCNC(=O)c2cc(COc3c(F)cccc3F)on2)n1
  4.3	2	-6	-3	3	-2	-1	-3.3	-0.7	-1.9
> CC(Nc1ccccc1)c1cc(Cl)ccc1O (centres undefined)
  1.2	0	-11	7	0	0	·	1.3	-1.2	-0.2
> COC(=O)c1ccccc1N(C)S(=O)(=O)c1cc2c(cc1C)OCC(=O)N2
  2.2	0	6	-2	1	0	-3	0.6	0.5	-0.9
> O=C(O)CCC(=O)Nc1sc2c(c1C(=O)NCc1ccccc1)CCCC2
  2.5	26	0	·	-7	-26	-1	1.2	-1.4	2.8
> Cc1ccc(-c2csc(NC(=O)C3=COCCO3)n2)cc1
  1.0	30	4	?	-4	-30	·	2.4	1.4	-1.9
> Cc1nnc(Sc2c(-c3ccccc3)c3ccc(Cl)cc3[nH]c2=O)s1
  0.5	17	0	3	-6	-17	-6	-1.3	-0.2	-6.9
> c1ccc(-c2ccncc2)nc1
  3.7	-6	-6	8	-4	6	3	-0.1	3.2	-0.1
> COCCN1CCN(C(=O)C2CCC(=O)N(Cc3cccc(C(F)(F)F)c3)C2)CC1 (centres undefined)
  0.0	16	-4	-1	1	-16	1	·	·	-1.4
> COc1ccc(CC(=O)N2CCN=C2SCc2cccc([N+](=O)[O-])c2)cc1
  0.0	0	0	0	-3	0	-3	-1.1	-0.4	-1.4
> Cc1[nH]c(=O)[nH]c(=O)c1/C=N/NC(=O)[C@H](C)NC(=O)OC(C)(C)C
  1.8	·	-6	-10	1	·	·	1.8	1.9	-0.1
> CC(C)(C(=O)c1ccccc1)/[N+]([O-])=C/c1ccccc1
  3.2	18	-5	-6	·	-18	·	1.9	0.2	-1.4
> Cc1ccc(C2C(=O)N(C3CCCC3)CC(=O)N2C2CCCCC2)cc1 (centres undefined)
  3.1	21	16	11	·	-21	·	-1.2	-0.3	-1.5

# One compound at a time (already shown):
# `O=C(O)c1ccc(NC(=O)C2CCCCC2)cc1` reads phage Ecoli inh = -1.4; SR-BI uptake up = -10; Tat transport = 0; MITF act = ·; CAL PDZ FP-1 = -7; SR-BI HDL uptake = 10; Wnt bcat act = ·; AddAB inh = 0.1; Ecoli viability = -0.5; CAL PDZ FP-2 = -3.0
# `CCCNC(=O)NNC(=O)c1ccc(F)cc1` reads phage Ecoli inh = 0.0; SR-BI uptake up = ?; Tat transport = 9; MITF act = -6; CAL PDZ FP-1 = 0; SR-BI HDL uptake = -119; Wnt bcat act = -2; AddAB inh = -2.5; Ecoli viability = -3.3; CAL PDZ FP-2 = -0.6

# Other structures follow:
# Value order: phage Ecoli inh	SR-BI uptake up	Tat transport	MITF act	CAL PDZ FP-1	SR-BI HDL uptake	Wnt bcat act	AddAB inh	Ecoli viability	CAL PDZ FP-2
> Cc1c(F)cccc1NS(=O)(=O)c1ccc2c(c1)n(C)c(=O)c(=O)n2C
  1.5	·	17	3	·	·	-1	2.0	1.1	1.9
> C[N+](C)=C1SCC(C)(/C=N/O)S1 (centres undefined)
  0.2	15	-1	·	-13	-15	2	2.1	-0.3	-1.1
> COc1ccc(-n2nc(C(=O)NCC(=O)N3CC(C)CC(C)C3)c3ccccc3c2=O)cc1OC (centres undefined)
  -1.0	-21	-7	0	1	21	2	4.9	-1.5	-1.3
> CCN1C(=O)/C(=C\c2ccncc2)SC1=Nc1ccc(C)c(C)c1
  0.6	-22	7	4	-1	22	·	0.2	-3.0	-3.3
> Cc1ccc(NC(=O)Nc2ccc3c(c2)CCC3)cc1C
  -1.7	-11	2	9	-3	11	5	0.2	0.2	0.1
> COc1ccc(N2C(=O)CC(Sc3nc(C)cc(C)c3C#N)C2=O)cc1 (centres undefined)
  0.8	22	-11	11	-4	-22	2	2.4	-0.9	-3.1
> O=C(NC1=NCCS1)c1nc(-c2ccccc2)n(-c2ccccc2)n1
  1.1	-3	-1	·	·	3	·	-0.1	-3.6	0.7
> CCC(CC)c1nnc(NC(=O)CCc2ccccc2)s1
  1.5	-3	2	·	2	3	0	2.2	0.3	-0.6
> O=C(CCC(=O)c1ccc(F)cc1)Nc1ccccc1Cl
  5.0	32	8	17	0	-32	0	3.4	-0.6	-1.9
> COc1ccc(S(=O)(=O)Nc2ccc(CC#N)cc2)cc1
  2.3	16	5	-1	-3	-16	·	1.9	-0.5	·
> Clc1ccc(Cc2ccccc2)nn1
  2.2	15	14	4	-6	-15	-2	2.6	0.8	-0.2
> N#Cc1c(-c2ccc(Cl)cc2)c2c([nH]c1=S)CCCC2
  2.3	25	0	-5	-3	-25	-2	3.5	-0.1	-1.9
> CCCCC(O)CN1CCC(c2ccccc2)CC1 (centres undefined)
  4.2	19	-2	-2	-3	-19	-2	1.7	-0.1	-2.1
> O=C(CSc1nnc(-c2ccncc2)o1)Nc1cccc(F)c1
  3.3	26	-7	63	·	-26	23	-1.9	0.2	-1.9
> O=C(Nc1nccs1)c1ccc(COc2ccc(Cl)cc2)o1
  2.0	39	-1	17	-2	-39	·	0.3	-0.2	-2.8
> Cc1ccc2c(c1)c1nc3ccccc3nc1n2CCN1CCOCC1
  0.6	-42	-7	·	·	42	·	3.2	-1.4	-2.1
> CCCC(=O)O[C@H]1C[C@@H](C)N(C(=O)c2ccccc2)c2ccc(C)cc21
  0.9	5	13	-9	-23	-5	·	2.4	-0.7	-2.4
> Cc1ccc2nc(SC(C)C(=O)Nc3cccc([N+](=O)[O-])c3)[nH]c2c1 (centres undefined)
  1.0	-4	-6	-16	1	4	7	1.7	0.3	-2.2

# A few values from the results shown.
# `CCCCC(O)CN1CCC(c2ccccc2)CC1` (centres undefined) – CAL PDZ FP-2 = -2.1
# `COc1ccc(N2C(=O)CC(Sc3nc(C)cc(C)c3C#N)C2=O)cc1` (centres undefined) – CAL PDZ FP-1 = -4

# Screening data: PubChem BioAssay, several laboratories
